TRHR PAM = qHTS for Small Molecule Agonists and Allosteric Enhancers of Human TRH Receptor: Primary Screen for Enhancers; Thyrotropin-releasing hormone receptor (Homo sapiens), P34981; TRHR cells, fluo-8 calcium fluorescence, EC20 TRH enhancement; enhancement, % at 2 µM; actives 0.66% (n = 360,000); AID 493056, 2011; in the data active means enhancement above about 30%; further: 0% is about no effect
Target sequence (P34981 whole entry, looked up): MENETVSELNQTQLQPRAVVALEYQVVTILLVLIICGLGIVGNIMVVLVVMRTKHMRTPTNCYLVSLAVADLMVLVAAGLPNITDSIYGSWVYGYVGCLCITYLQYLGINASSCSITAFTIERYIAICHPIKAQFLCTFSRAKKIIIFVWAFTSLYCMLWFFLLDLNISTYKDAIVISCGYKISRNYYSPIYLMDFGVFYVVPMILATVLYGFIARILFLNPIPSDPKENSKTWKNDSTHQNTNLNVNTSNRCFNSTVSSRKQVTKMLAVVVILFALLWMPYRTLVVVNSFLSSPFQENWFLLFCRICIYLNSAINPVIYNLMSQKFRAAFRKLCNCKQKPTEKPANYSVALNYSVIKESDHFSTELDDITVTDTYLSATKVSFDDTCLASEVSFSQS
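Enhancer read-out: after compound pinning and an initial kinetic agonist-mode read, an EC20 of TRH (10 nM final) was injected and fluo-8 calcium signal (Ex 480/Em 530) followed at 1 s/cycle for 100 cycles in TRHR-expressing cells.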
RXFP1 antagonist = qHTS Assay for Antagonists of the Relaxin Receptor RXFP1. HEK293-RXFP1, relaxin-stimulated cAMP HTRF, 30 min; stronger effect = lower value. activity change, negative = inhibition, % at 57.5 µM. actives 0.59% (n = 350,000);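 active means activity change of -60% or lower, but not beyond a set lower limit; inconclusive means change between -60% and -40%, or beyond the set limit; inactive means change above -40%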; further: on the % scale 0 is the no-effect control and ±100 the full control effect
D2 potentiator = HTS Assay for Positive Allosteric Modulators of the Human D2 Dopamine Receptor: Primary Screen for Potentiators | HEK293 T-REx D2, calcium flux, EC20 dopamine potentiation | potentiation, % at 10 µM | actives 0.34% (n = 340,000) | AID 485347, 2010;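 active means potentiation over 3 SD above the plate norm, cut at about 30% in these data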; further: 0% is about no effect
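Calcium flux readout, no-wash dye, 1 read/s. Inducible HEK293 Trex D2 line, overnight 30 C. Compound alone 180 s (agonist flags), then EC20 dopamine, another 180 s to score potentiation.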
D1 antag = Antagonist of Human D 1 Dopamine Receptor: qHTS; activity change, negative = inhibition, % at 10 µM; HEK293 TREx D1 cells, calcium flux, dopamine EC80; stronger effect = lower value; AID 504652, 2011; actives 3.2% (n = 360,000); in the data active means activity change below about -30%; further: on the % scale 0 is the no-effect control and ±100 the full control effect
Target sequence (P21728 whole entry, looked up): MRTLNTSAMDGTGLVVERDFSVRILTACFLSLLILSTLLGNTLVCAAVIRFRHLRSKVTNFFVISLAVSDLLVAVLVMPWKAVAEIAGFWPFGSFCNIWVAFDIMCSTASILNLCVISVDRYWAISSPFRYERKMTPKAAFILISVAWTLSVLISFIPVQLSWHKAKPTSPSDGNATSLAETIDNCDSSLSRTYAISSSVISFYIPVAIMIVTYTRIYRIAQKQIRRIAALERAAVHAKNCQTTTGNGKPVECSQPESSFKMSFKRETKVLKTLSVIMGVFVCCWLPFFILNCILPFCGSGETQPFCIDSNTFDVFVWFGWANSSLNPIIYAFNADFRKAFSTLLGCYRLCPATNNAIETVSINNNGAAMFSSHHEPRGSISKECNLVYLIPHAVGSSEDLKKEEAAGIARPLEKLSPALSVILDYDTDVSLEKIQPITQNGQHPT
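Tetracycline-induced HEK293 Trex D1 cells, force-coupled to calcium, dye-loaded; compounds added and read 180 s, then EC80 dopamine added and calcium flux tracked kinetically another 180 s.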
D1 ag = Allosteric Agonists of the Human D1 Dopamine Receptor: qHTS; HEK293 T-REx D1 cells, calcium flux, agonist mode; activation, % at 2 µM; actives 1% (n = 360,000); AID 504660, 2011; in the data active means activation above about 30%; further: 0% is about no effect
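Inducible HEK293 T-REx D1 cells, force-coupled to calcium signalling, were plated at 4000 cells/well with tetracycline and held overnight at 30 C. After no-wash calcium dye loading, compound-evoked calcium rise over 180 s flagged agonists.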
D2 agonist = HTS Assay for Allosteric Agonists of the Human D2 Dopamine Receptor: Primary Screen for Agonists; D(2) dopamine receptor (Homo sapiens), P14416; HEK293 T-REx D2 cells, calcium flux agonist mode; activation, % at 2 µM; actives 0.53% (n = 340,000); AID 485358, 2010;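 active means activation over 3 SD above normal in the single-dose calcium agonist read, cut at about 30% in these data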; further: 0% is about no effect
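Agonism scored from kinetic calcium signal (1 read/sec, 180 s) following compound pin transfer, after a 10 s baseline. Cells: HEK293 Trex line expressing inducible D2 receptor coupled to calcium, dye-loaded after overnight culture at 30 C.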
RXFP1 ag = qHTS Assay for Agonists of the Relaxin Receptor RXFP1 | Relaxin receptor 1 (Homo sapiens), Q9HBX9 | HEK293T-RXFP1 cAMP TR-FRET, 30 min; response scale: percent of porcine relaxin response, buffer zero | Potency, µM (highest dose often 57.5 µM), for the others: at the top dose activation, most hits filed as activators | actives 0.3% (n = 370,000) | AID 2676, 2010; active means well fitted activation curve with a large enough effect; inconclusive means small, poorly fitted or top-dose-only effect; further: potency means the concentration at half of the fitted maximal effect; on the % scale 0 is the no-effect control and ±100 the full control effect; nearly all actives have a fitted effect of over 60% in size; many of its hits are not listed in these tables
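HEK293 cells stably expressing RXFP1, treated 30 min at 37C with compounds plus PDE4 inhibitor Ro 20174; cAMP measured by HTRF TR-FRET. Normalized to buffer and 29 nM porcine relaxin; EC50 by Hill fit.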
D2 antag = HTS Assay for Allosteric Antagonists of the Human D2 Dopamine Receptor: Primary Screen for Antagonists; HEK293 TREx D2 cells, calcium flux, dopamine EC80; inhibition, % at 10 µM; actives 2% (n = 340,000); in the data active means inhibition above about 30%; further: 0% is about no effect
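Measurement of antagonist activity uses fluorescent calcium dye in inducible HEK293 T-REx D2 cells: 10 s baseline, compound addition with 180 s read, EC80 dopamine addition with a further 180 s read.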
D1 potentiator = Potentiators of Human D1 Dopamine Receptor: qHTS | D(1A) dopamine receptor (Homo sapiens), P21728 | potentiation, % at 10 µM | AID 504651, 2011 | HEK293 TREx D1 cells, calcium flux, dopamine EC20 potentiation | actives 0.036% (n = 360,000); in the data active means potentiation above about 30%; further: 0% is about no effect
* = called active by the depositor; ? = inconclusive; . = not tested or not shown.

Sample of the layout, 2 compounds:
SMILES	TRHR PAM	RXFP1 antagonist	D2 potentiator	D1 antag	D1 ag	D2 agonist	RXFP1 ag	D2 antag	D1 potentiator
Cc1ccc(NC(=O)CCNC(=O)c2ccc(Cl)cc2)nc1	20	-5	-5	21	-1	0.6	0.4%	-28	-3
Cc1ccc(C(=O)Nc2ccc(NC(=O)c3cccs3)cc2)cc1C	1	-5	5	-26	-1	0.4	-1.0%	.	-3

The whole of this part, from the first entry:
SMILES	TRHR PAM	RXFP1 antagonist	D2 potentiator	D1 antag	D1 ag	D2 agonist	RXFP1 ag	D2 antag	D1 potentiator
Cc1ccc(NC(=O)CCNC(=O)c2ccc(Cl)cc2)nc1	20	-5	-5	21	-1	0.6	0.4%	-28	-3
Cc1ccc(C(=O)Nc2ccc(NC(=O)c3cccs3)cc2)cc1C	1	-5	5	-26	-1	0.4	-1.0%	.	-3
CCOCc1cn(CC(=O)c2ccc([N+](=O)[O-])cc2)c(C)nc1=N	-1	4	-2	-17	1	0.3	1.4%	2	2
CCCOc1ccc(-c2csc3nc[nH]c(=O)c23)cc1	4	4	-3	-9	4	-0.2	1.7%	-1	-5
Cc1ccc(-c2noc(C3CCCN(C(=O)c4ccc(F)cc4F)C3)n2)cc1 (stereo not drawn)	3	-13	-3	-4	1	-2.2	-1.3%	-7	0
Cc1cccc(-n2c(Cn3nc(C)c([N+](=O)[O-])c3C)n[nH]c2=S)c1	-1	-3	8	17	1	-0.1	-0.3%	-24	-3
O=C(NCc1ccccc1)C1CC2CCCC(C1)C2=O (stereo not drawn)	4	3	-2	1	-2	0.8	-0.4%	23	0
O=C(COc1cc2oc(=O)c3c(c2cc1Cl)CCC3)Nc1ccccn1	-6	14	-7	-11	2	-0.1	?	5	5
O=C(N/N=C1\CCSC1)c1cc(Cl)ccc1O	-4	-8	2	0	17	6.5	3.6%	-11	1
COc1ccc(SCc2cc(=O)c3cc(Cl)ccc3[nH]2)cc1	-6	-1	5	-20	24	-0.8	3.5%	.	-4
CNC(=O)CSc1cn(CC(=O)N2CCCCCC2)c2ccccc12	7	-3	8	-28	0	.	0.5%	.	-5
COC(=O)c1nn(-c2ccccc2)c(=O)cc1Oc1ccc(Cl)cc1	5	0	12	8	11	-0.7	4.4%	-19	-2
Cc1nn2c3c(cnc2c1-c1ccc(Cl)cc1)C(=O)CC(c1ccco1)C3 (stereo not drawn)	-5	-8	0	-12	5	1.5	1.3%	5	0
CCOc1ccccc1C(=O)N[C@H](C(=O)Nc1cc(S(=O)(=O)N(C)C)ccc1OC)C(C)C	-5	-3	10	6	0	-3.3	0.0%	-5	-5
COCCn1c(C)cc(O)c(C(c2ccccc2)N2CCC(C)CC2)c1=O (stereo not drawn)	2	-5	3	-6	-1	.	2.7%	.	1
Cc1cnc(C(=O)OCC(=O)N2CCc3ccccc3C2)cn1	-1	-19	-3	0	2	0.1	1.1%	0	1
CCN1C(=O)c2ccccc2S(=O)c2ccc(C(=O)N3CCN(c4ccccc4OC)CC3)cc21 (stereo not drawn)	1	.	-7	-5	0	0.1	-1.5%	.	-4
O=C(COc1ccccc1)N1CCN(S(=O)(=O)c2ccc(Cl)cc2)CC1	-13	0	-4	-4	0	-0.3	0.6%	7	1
Cc1sc2nc(-c3ccco3)oc(=O)c2c1C	-2	-15	1	0	2	-0.1	0.1%	-14	2
O=C1NC(=Nc2ccccc2Cl)S/C1=C\c1cc([N+](=O)[O-])ccc1O	0	.	-5	10	76*	.	0.3%	.	-8
Cc1ccc(NC(=O)C2CCN(C(=O)c3ccco3)CC2)cc1C	-4	-29	10	28	0	0.1	0.5%	-4	-5
CCOc1cc(/C=N/NC(N)=O)cc(Br)c1OCC(=O)Nc1cccc2ccccc12	15	-1	13	7	0	-1.9	0.8%	17	-10
Cc1c(C(=O)Nc2cc(S(=O)(=O)N3CCOCC3)ccc2N2CCN(C)CC2)oc2ccccc12	-2	-3	-1	4	5	1.0	-3.8%	-7	-2
COc1ccc(C(C#N)N2N=C(C)CC2c2ccccc2)cc1OC (stereo not drawn)	7	.	10	-12	5	-1.5	2.4%	24	0
O=C(CSC1=NS(=O)(=O)c2cc(Cl)ccc2N1)Nc1ccccc1C(F)(F)F	-6	-1	19	-5	2	-1.1	1.8%	-15	-4
CC1CCC(C(C)C)C(OCC(O)C[N+]2(C)CCCCC2)C1 (stereo not drawn)	-4	-9	-6	16	3	0.3	0.3%	6	-7
C=CCOc1ccc(/C=C2\SC(N3CCCCC3)=NC2=O)cc1	-9	-4	-8	7	5	0.1	0.9%	8	-3
CC(C)Cn1cnc2c(c1=O)c1nc3ccccc3nc1n2Cc1ccc2c(c1)OCO2	1	.	5	-6	1	-0.3	-0.9%	-14	6
O=C(COC(=O)CCc1c[nH]c2ccccc12)Nc1ccccc1	-2	-6	12	-9	2	-1.6	-0.8%	-5	-8
CCN(CC)c1nc(C)c(C(C)=O)cc1C#N	2	6	-2	-9	-1	-1.9	12%	14	-2
COCCNS(=O)(=O)c1ccc(OCC(=O)N2CCc3ccccc3C2)c(Cl)c1	-3	1	-6	-11	7	-1.1	0.8%	-3	-5
CCCCOC(=O)C1[C@H]2C(=O)N(CCc3ccccc3)C[C@]23C=C[C@H]1O3 (stereo partly drawn)	2	8	-6	1	2	-0.1	2.7%	-9	-7
COc1ccc(N2CCN(CC(O)COC(C)(C)C)CC2)cc1 (stereo not drawn)	-2	3	.	-1	3	.	1.1%	.	0
Cc1cc(C)n2nc(C(=O)NNC(=O)c3ccc(Cl)cc3)nc2n1	1	1	12	3	3	0.8	3.5%	-5	-4
CC1=CC(C)C(CN(CCC[N+](C)(C)C)C(=O)Nc2ccccc2)C(C)C1 (stereo not drawn)	-6	-3	-9	7	5	-0.2	1.7%	17	-9
C/C(=N\N1CCN(Cc2ccccc2Cl)CC1)c1ccc(F)cc1	6	-19	-1	-3	3	0.3	-1.3%	3	-1
N/C(=N\OC(=O)Nc1ccccc1)c1ncc([N+](=O)[O-])s1	-1	-3	-7	-5	1	-0.3	2.2%	19	6
CCN(CC1CCCN(CCc2cccc(OC)c2)C1)C(=O)c1ccoc1C (stereo not drawn)	-3	-7	-7	6	2	0.6	0.2%	-14	-5
O=C(NCc1ccccn1)c1cc(-c2ccc(Cl)cc2)nc2ccccc12	-6	.	-6	21	1	-0.2	3.3%	13	-1
COc1cccc(NC(=O)COC(=O)c2c(NC(C)=O)sc(C)c2C)c1	5	-5	-9	-3	3	-0.3	7.5%	-5	-4
CC1(C(=O)NC2CCCCCCC2)CCC(=O)N1Cc1ccco1 (stereo not drawn)	-4	1	-8	-11	2	0.0	0.1%	-3	2
O=C(N/C=C/n1cnc2cc(C(F)(F)F)ccc21)c1ccccc1F	-3	-1	83*	-14	0	-0.2	0.9%	-7	-5
CCCOC(=O)c1ccc(NC(=O)C2CCCO2)cc1 (stereo not drawn)	19	12	16	-5	2	-1.1	2.0%	-15	-5
CCCCC1=CC2=CC(=O)C(C)(OC(=O)CC)C(=O)C2=CN1CCc1ccccn1 (stereo not drawn)	7	.	4	-29	4	-0.1	6.8%	12	-9
Cc1c(CCO)c(=O)n2c([nH]c3ccccc32)c1C#N	-15	0	-9	1	1	-0.8	9.9%	6	-2
Cc1ccc2nc(SCC(=O)NCc3ccco3)nc(=O)n2c1	-3	-3	1	1	4	-0.3	20%	0	1
COc1ccc(NC(=O)COc2ccc(/C=C/c3cc[n+](C)cc3)cc2OC)cc1	-2	6	.	0	1	.	-0.3%	.	-3
Cc1nc2c(Br)cc(Br)cc2cc1O	3	12	19	-12	6	1.3	5.0%	-4	-2
Cn1cccc1C(=O)NCC1COc2ccccc2O1 (stereo not drawn)	11	-3	17	0	0	-0.7	-0.6%	8	1
O=S(=O)(c1ccc(OCC(O)CNCc2ccco2)c(Cl)c1)N1CCOCC1 (stereo not drawn)	-3	6	5	0	0	0.2	0.7%	2	2
O=C(NCCc1ccccc1)c1cc(Sc2cccc(Cl)c2)nc2ccccc12	-5	.	10	-43*	12	0.4	4.9%	.	-1
Cc1ccc(CNC(=O)CN2C(=O)CC(c3ccc(C)c(C)c3)=Nc3ccccc32)cc1	-4	-15	0	-7	4	-0.2	-1.9%	.	-6
Cc1ccc(N2C(=O)N(CC(=O)N3c4ccccc4CC3C)C(=O)C2C)cc1 (stereo not drawn)	6	-9	1	-4	2	5.0	-0.7%	3	-4
C#CC[N+](CC)(CC)CC#Cc1ccccc1	1	7	1	-7	0	2.0	-4.9%	-7	-4
O=C(c1cccc(C(F)(F)F)c1)N(c1ccccn1)C1CCCCC1	-5	-22	1	-12	0	-0.3	2.2%	-7	-2
CCc1nnc(NC(=O)CSc2nnc(C)n2Cc2ccccc2)s1	-3	-6	11	-7	-2	0.1	-0.2%	-3	-1
COc1ccc(-n2c(C)cc(C(=O)COC(=O)c3cc(NC(=O)c4cccs4)c(OC)c(OC)c3)c2C)cc1	-1	7	13	-7	2	-0.1	-0.5%	8	-2
Cn1cccc1CC(=O)N/N=C/c1cccc([N+](=O)[O-])c1	-2	-3	-2	2	1	-0.2	1.9%	-35	-5
O=C(CSc1ccc(Cl)cc1)c1ccco1	36*	-15	1	-11	5	0.3	1.4%	0	-7
COc1c(Cl)cc(Cl)cc1C(=O)Nc1ccc(CN2CCCCC2)cc1	10	-9	11	0	31*	-0.7	1.1%	2	0

Ordered by value in D2 antag (largest number first): some entries from above
SMILES	D2 antag
Cn1cccc1C(=O)NCC1COc2ccccc2O1 (stereo not drawn)	8
Cc1ccc(N2C(=O)N(CC(=O)N3c4ccccc4CC3C)C(=O)C2C)cc1 (stereo not drawn)	3
O=C(CSc1ccc(Cl)cc1)c1ccco1	0
C#CC[N+](CC)(CC)CC#Cc1ccccc1	-7
Cn1cccc1CC(=O)N/N=C/c1cccc([N+](=O)[O-])c1	-35

Some of the compounds tested, so the mix of outcomes need not match the whole.
